High-throughput results deposited in PubChem BioAssay by Sanford-Burnham Center for Chemical Genomics.
KOR beta-arrestin-1: kappa opioid receptor activators – cell-based, luminescence, uHTS, primary screen (AID 1777). 0.02% of 280,000 active. one-dose activation, % at 10 µM; EC50 in µM for titrated hits. KOR beta-arrestin recruitment, luminescence; higher % means a stronger effect; in the data active = activation above about 50%, passing the limit was not always enough; note: a part of the inactive calls stands beside numbers as strong as those of hits
HEK293 NOD2/NF-kB: NOD2 signaling inhibitors, cell-based, luminescence, uHTS, HEK293 (AID 1566); HEK293 NOD2/NF-kB luciferase reporter, luminescence; higher % means a stronger effect; 0.63% of 290,000 active; one-dose inhibition, % at 4 µM; EC50 in µM for titrated hits; note: many of its hits are not listed in these tables
KOR beta-arrestin-2: kappa opioid receptor blockers – cell-based, luminescence, uHTS (AID 1778). KOR beta-arrestin recruitment, luminescence, antagonist mode; higher % means a stronger effect. inhibition, % at 10 µM; hits with a dose series show IC50 in µM. 0.091% of 290,000 active; note: strong numbers were not always called active
XIAP displacement: XIAP antagonists, biochemical, IAP family, fluorescence polarization (AID 1018); XIAP BIR domain, fluorescence polarization peptide displacement; higher % means a stronger effect; displacement, % at 20 µM; hits with a dose series show IC50 in µM; 0.007% of 200,000 active; in the data active = displacement above about 50%; note: a part of the inactive calls stands beside numbers as strong as those of hits
TNAP activators: human TNAP enzyme activators, primary screen, biochemical, luminescent, no phosphate acceptor, uHTS (AID 1001) | purified TNAP, luminescent activation assay, no phosphate acceptor; higher activation fold means a stronger effect | activation fold at 20 µM; hits with a dose series show EC50 in µM | 0.03% of 200,000 active; in the data active = activation fold from about 3, or a potency from the dose series; inactive = the rest, 99 in 100 with activation fold below about 1.6; note: many of its hits are not listed in these tables
human PMI inhibitors: human PMI inhibitors, high substrate, primary screen, biochemical, fluorescence intensity, high mannose 6-phosphate (AID 1220). recombinant PMI enzyme, coupled fluorescence intensity; higher % means a stronger effect. one-dose inhibition, % at 20 µM; IC50 in µM for titrated hits. 0.66% of 190,000 active
NOD1 inhibition: NOD1 signaling inhibitors, primary screen, cell-based, luminescence, uHTS (AID 1578); NOD1-driven NF-kB luciferase reporter cells, luminescence; higher % means a stronger effect; one-dose inhibition, % at 4 µM; EC50 in µM for titrated hits; 1% of 290,000 active; in the data active = inhibition mostly above about 36%, no sharp cut-off; inactive = mostly below about 34%;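 note: HEK-293T reporter cells stimulated with the NOD1 agonist gamma-tri-DAP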
human PMI inhibition: inhibitors of human PMI, primary screen, biochemical, fluorescence intensity, coupled assay (AID 1209); purified PMI enzyme, coupled fluorescence intensity; higher % means a stronger effect; 0.42% of 190,000 active; inhibition, % at 20 µM, or IC50 in µM where a hit was titrated;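 note: plate controls were DMSO vehicle for no effect and wells lacking substrate for full effect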
LYP phosphatase: PTPN22 lymphoid phosphatase activity blockers – biochemical, fluorescence intensity, uHTS (AID 1779); 0.054% of 290,000 active; recombinant LYP phosphatase, fluorescence intensity; higher % means a stronger effect; inhibition, % at 11.5 µM, or IC50 in µM where a hit was titrated;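 note: plate controls were vehicle with enzyme for no effect and no enzyme for full effect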
* = called active by the depositor; . = not tested or not shown; [ ] = dose if it differs, or a comment. Cut-off read from the data, not from the text of the source, unless noted: active = inhibition above about 50%; inactive = the rest.

SMILES	KOR beta-arrestin-1	HEK293 NOD2/NF-kB	KOR beta-arrestin-2	XIAP displacement	TNAP activators	human PMI inhibitors	NOD1 inhibition	human PMI inhibition	LYP phosphatase
Cc1onc(-c2ccccc2)c1C(=O)NCC1CCN(C(=O)c2c(-c3ccccc3)noc2C)CC1	13.2%	8.5%	-5.6%	-7.9%	1.1	15.8%	30.9%	17.6%	-7.0%
CCCc1nn(C)c(C(=O)Nc2cccc(C)c2)c1Cl	1.9%	-16.1%	-14.8%	-5.9%	1.2	-2.5%	-41.8%	26.2%	-2.7%
O=C(Nc1ccc(F)cc1F)c1ccc2c(c1)[nH]c(=O)n2Cc1ccc(F)cc1	0.8%	16.3%	24.1%	.	.	.	-2.0%	.	-7.6%
COCCCNC(=O)C1CCCN(S(=O)(=O)c2ccc(C)cc2)C1 (stereo not given)	-5.5%	8.4%	-2.6%	-6.4%	1.1	9.1%	-38.9%	4.7%	-6.7%
Cc1ccc(CNC(=O)CCc2ccccc2)cc1	-3.5%	10.9%	-8.9%	-2.6%	1.2	-3.4%	-25.4%	5.1%	-6.9%
CCOc1ccccc1OCCOc1ccccc1OC(C)C	-1.5%	-1.3%	11.1%	-3.1%	1.1	2.8%	-4.3%	5.6%	-3.2%
CC(=O)/C(=C/N(C)C)C(=O)Nc1ccc(Cl)cc1Cl	2.0%	-6.4%	-89.6%[20 µM]	-12.4%	1	24.6%	18.4%	26.2%	-1.2%
COc1ccccc1CCC(=O)OCC(=O)Nc1ccc(C(N)=O)cc1	-6.5%	13.9%	26.6%	.	.	.	-35.5%	.	-3.8%
CCn1c2ccccc2n2c(=O)c(=O)n(CC(=O)N3CCN(c4ccccc4OC)CC3)nc12	.	-11.2%	-16.1%[20 µM]	-3.3%	1.1	.	-35.8%	.	-2.0%
COc1ccc(N2CC(O)=C(c3nc4ccccc4s3)C2=N)c(OC)c1	-3.4%	2.5%	12.5%	-3.6%	1.1	9.7%	-9.1%	14.5%	4.1%
Cn1c(=O)cc(SCC(=O)NCCCN2CCOCC2)c2ccccc21	4.2%	2.7%	-17.7%	-1.8%	1.1	-4.2%	-38.6%	-2.9%	5.4%
CSc1ncccc1C(=O)N1CCCC(N2CCN(c3ccccc3F)CC2)C1 (stereo not given)	9.0%	-2.1%	-7.4%	.	.	.	-29.2%	.	-6.6%
O=C(Nc1ccc(N2CCOCC2)cc1)c1ccc(Br)o1	-1.7%	-52.4%	45.1%	.	.	.	-55.8%	.	0.0%
CCN(CC)c1ccc(NC(=O)c2c(C)noc2C)cc1	2.1%	10.0%	2.3%	.	.	.	-32.9%	.	-6.7%
COc1cc2c(cc1NC(=O)CN1CCN(S(=O)(=O)c3ccc(C)cc3)CC1)oc1ccccc12	-2.7%	-12.3%	-24.8%	-7.4%	1.2	0.6%	3.2%	15.3%	4.2%
O=C(NC1CC1)c1cc2ccccc2o1	0.2%	2.1%	-1.9%	.	.	.	-20.7%	.	-5.2%
CCOC(=O)CN1CC23C=CC(O2)C(C(=O)NCc2ccccc2OC)C3C1=O (stereo not given)	0.1%	10.7%	-45.2%	-0.1%	1.1	3.0%	-12.5%	8.2%	-0.7%
COc1cc(C(CC(=O)Nc2ccccn2)N2Cc3ccccc3C2=O)cc(OC)c1OC (stereo not given)	-4.5%	15.9%	7.8%	.	.	.	-6.2%	.	-3.5%
CCc1nnc(NC(=O)C2=CCN(S(=O)(=O)c3ccc(F)cc3)CC2)s1	3.2%	20.2%	15.6%	.	.	.	-3.1%	.	-6.8%
CCC(C)NC(=O)C1c2ccccc2C(=O)N1Cc1ccc(F)cc1 (stereo not given)	-3.8%	13.5%	-24.0%	.	.	.	4.7%	.	-8.3%
O=C(CN1C(=O)C2C3C=CC(C3)C2C1=O)Nc1nc(-c2ccccn2)cs1 (stereo not given)	1.2%	23.3%	-6.8%	-3.8%	1.1	-0.4%	0.8%	0.2%	-1.2%
CCN(CC)S(=O)(=O)c1ccc(-c2csc(C)n2)cc1	-1.9%	7.4%	-28.6%	-1.0%	1.1	-13.3%	-10.7%	2.6%	-1.5%
O=C1c2ccccc2C(=O)N1OCc1cccc(Cl)c1	2.9%	11.8%	-18.5%	-2.5%	1.1	1.0%	-2.8%	1.6%	-6.8%
CC(C)NS(=O)(=O)c1ccc(OCC(=O)N2CCc3ccccc3C2)cc1	-6.5%	-25.9%	-5.3%[20 µM]	1.4%	1	2.7%	6.2%	3.7%	-2.8%
Cc1ccc(NC(=S)NCc2ccccc2)cc1[N+](=O)[O-]	1.4%	-2.2%	6.8%	-7.6%	1.1	6.8%	-34.8%	12.3%	-3.5%
Cc1ccc(-n2c(C)nc3c(cnn3-c3ccccc3Cl)c2=O)cc1C	3.3%	7.0%	-59.6%	-1.5%	1.1	-5.6%	-6.7%	-7.7%	-3.5%
Nc1nc(SCc2c(Cl)cccc2Cl)n[nH]1	7.2%	14.0%	-64.7%	-0.3%	1.1	-8.6%	-0.8%	-7.2%	-11.1%
CCOc1ccc(-c2cc(CCCC(=O)N3CCN(c4ccc(OC)cc4)CC3)no2)cc1	16.8%	28.7%	-74.3%	-5.4%	1.1	4.0%	18.4%	9.2%	-3.7%
CC1=C(C(=O)OC(C)C)C(c2ccc3c(c2)OCO3)NC(=O)N1 (stereo not given)	0.8%	20.9%	24.9%	.	.	.	8.5%	.	-12.9%
O=C(CN1C(=O)S/C(=C\c2cccs2)C1=O)Nc1ccc(O)cc1C(=O)O	6.7%	19.5%	-48.8%	.	.	.	38.9%	.	-6.9%
COc1ccc(CC(=O)OCC(=O)N2CCCC(C)C2)cc1 (stereo not given)	-0.9%	0.4%	-12.0%	.	.	.	-25.4%	.	-7.5%
O=C(Nc1ccccc1)OC1CCS(=O)(=O)C1 (stereo not given)	-0.4%	4.8%	25.4%	-5.1%	1.1	-11.4%	-5.5%	1.4%	-10.4%
Cc1ccc(C)n1-c1ccc(C(=O)O)cc1	-1.2%	0.3%	-12.7%	-0.3%	1.1	0.2%	23.9%	4.9%	-4.6%
N#Cc1cc(Oc2cccc3cccnc23)c(-n2nnc3ccccc32)cc1C#N	0.2%	5.0%	4.6%	-4.1%	1	6.1%	55.0%	14.8%	2.0%
COc1ccc(NC(=O)/C(=C\c2ccc(OC)c(OC)c2)NC(=O)c2ccco2)cc1	-1.4%	5.1%	5.8%	.	.	.	-35.1%	.	-7.7%
S=C(Nc1cccc2ccccc12)N1CCN(c2ncccn2)CC1	4.4%	-4.9%	3.7%	-4.6%	1	33.6%	-11.8%	9.7%	4.9%

Pulled by compound from above, 5 records:
SMILES	KOR beta-arrestin-1	HEK293 NOD2/NF-kB	KOR beta-arrestin-2	XIAP displacement	TNAP activators	human PMI inhibitors	NOD1 inhibition	human PMI inhibition	LYP phosphatase
Cc1ccc(NC(=S)NCc2ccccc2)cc1[N+](=O)[O-]	1.4%	-2.2%	6.8%	-7.6%	1.1	6.8%	-34.8%	12.3%	-3.5%
CC1=C(C(=O)OC(C)C)C(c2ccc3c(c2)OCO3)NC(=O)N1 (stereo not given)	0.8%	20.9%	24.9%	.	.	.	8.5%	.	-12.9%
COc1ccc(CC(=O)OCC(=O)N2CCCC(C)C2)cc1 (stereo not given)	-0.9%	0.4%	-12.0%	.	.	.	-25.4%	.	-7.5%
O=C(Nc1ccccc1)OC1CCS(=O)(=O)C1 (stereo not given)	-0.4%	4.8%	25.4%	-5.1%	1.1	-11.4%	-5.5%	1.4%	-10.4%
COc1ccc(NC(=O)/C(=C\c2ccc(OC)c(OC)c2)NC(=O)c2ccco2)cc1	-1.4%	5.1%	5.8%	.	.	.	-35.1%	.	-7.7%

(more compounds)
SMILES	KOR beta-arrestin-1	HEK293 NOD2/NF-kB	KOR beta-arrestin-2	XIAP displacement	TNAP activators	human PMI inhibitors	NOD1 inhibition	human PMI inhibition	LYP phosphatase
CCC(=O)c1ccc(OCc2ccc(C#N)cc2)cc1	-3.9%	-74.0%	2.2%	-4.5%	1.1	5.8%	-54.1%	-2.6%	1.2%
Cc1ccc(NC(=O)N2CCN(C(=O)C3CCCO3)CC2)cc1 (stereo not given)	8.0%	-1.8%	-12.5%	.	.	.	-34.0%	.	-5.6%
CCOC(=O)c1[nH]c(C)c(C(=O)OCC(=O)NC2CCS(=O)(=O)C2)c1C (stereo not given)	2.4%	13.9%	14.4%	.	.	.	-9.4%	.	-3.1%
Cc1ccc2c(CN(C)Cc3cccc(F)c3)cc(=O)oc2c1	-3.5%	-62.4%	15.1%	.	.	.	-9.3%	.	-6.1%
CCN(CC)CCOC(=O)C(Cc1cccc2ccccc12)CC1CCCO1 (stereo not given)	-2.2%	7.6%	25.2%	.	.	.	-10.7%	.	-5.9%
Cc1ccc(S(=O)c2ccc(C)cc2)cc1	4.8%	16.0%	16.8%	-6.3%	0.9	-0.1%	31.8%	-5.7%	-2.4%
Cc1ccc(C(=S)N2CCN(Cc3ccccc3)CC2)s1	2.1%	11.6%	7.4%	-7.9%	1	1.1%	-16.2%	1.6%	-1.3%
COc1ccc(NC(=O)C(=O)Nc2cccc3ccccc23)c(OC)c1	-3.6%	37.2%	-49.3%[20 µM]	.	.	.	-25.1%	.	-8.3%
COCCNC(=O)C(=O)NCC(c1ccc2c(c1)OCO2)N1CCN(c2ccc(F)cc2)CC1 (stereo not given)	4.6%	-2.8%	-29.9%	.	.	.	-10.5%	.	-11.1%
COc1ccc(S(=O)(=O)N2CCCCCC2)cc1NC(=O)c1ccccc1	-2.3%	-12.2%	2.1%	.	.	.	-38.3%	.	-2.4%
Oc1c(C=C2N=c3ccccc3=N2)sc(=S)n1-c1ccccc1	5.3%	-2.2%	12.1%	-8.5%	2.1	-7.1%	4.2%	-2.0%	-4.7%
N=C1S/C(=C\c2ccco2)C(=O)N1c1ccc2c(c1)OCO2	-1.3%	-110.8%	-11.9%[20 µM]	-4.7%	1.1	-12.8%	-25.1%	-32.8%	7.8%
COCCSc1nnc(NC(=O)C2CCN(C(=O)c3ccco3)CC2)s1	-3.5%	-1.1%	8.1%	.	.	.	16.3%	.	-12.2%
CC(C)=CC(=O)OCC(=O)Nc1ccc(Cl)cn1	-0.9%	5.4%	-7.4%	-5.9%	1.1	5.4%	-7.7%	7.0%	-7.9%
CC1=C(C(=O)NCc2ccccn2)C2(CCC(C)CC2)OC1=O (stereo not given)	-1.2%	14.5%	-18.2%	.	1.1	13.4%	2.7%	11.7%	-7.2%
COc1ccccc1C(=O)N1CC(=O)Nc2ccc(C)cc2C1c1ccc(F)cc1 (stereo not given)	-2.7%	-14.1%	10.1%	.	.	.	-14.5%	.	-3.6%
O=C(CSc1nc(-c2ccccc2)cc(=O)[nH]1)Nc1ccccc1F	5.7%	-2.8%	14.8%	.	.	.	3.7%	.	-7.8%
COc1ccccc1N(C)S(=O)(=O)c1ccc(C(=O)Nc2nc(C)cs2)cc1	-1.6%	25.7%	-0.4%	-2.7%	1.1	5.1%	9.6%	17.5%	3.2%
COCCn1c(SCC(=O)Nc2cc(C)on2)nnc1-c1c[nH]c2ccccc12	-7.8%	15.2%	20.4%	-3.3%	1.1	6.4%	6.0%	-1.2%	-6.2%
COc1cccc(OCCNC(=O)c2ccc(C)cc2)c1	-2.7%	-6.3%	-12.5%	.	.	.	-10.0%	.	-3.9%
COc1ccc(C2=CSC3=NNC4(CCCCC4)NN23)cc1	-1.1%	-79.2%	-33.9%	-1.3%	1.1	-1.4%	-57.3%	-8.6%	-4.4%
CCCn1nnnc1SCC(=O)N1CCCCC1	-1.0%	-0.1%	-1.2%	.	.	.	-42.8%	.	-4.9%

These rows are one share of the data, so the mix of outcomes need not match the whole.
